Yeast growth inh: growth inhibitors of yeast BB579 in restrictive medium, primary screen, yeast lifespan-shortening project, S. cerevisiae; OD615, 48 h; inhibition, % at 10 µM; hit rate 0.51% among 140,000; AID 804, 2007;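 active = inhibition above a set limit, 3 SD over the mean compound inhibition, cut at about 44% in these data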; also: inactives centre near -24
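controls = amphotericin B 10 µg/mL, positive | assay system = DeaD yeast strain BB579 | schedule = 48 h compound exposure at 30 °C after 4 h preincubation | detection = OD615 turbidity measurement | medium = restrictive CSMM-D medium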
NPY-Y2 antag: NPY-Y2 receptor antagonists, primary screen, cell-based; Neuropeptide Y receptor type 2 (Homo sapiens), P49146; NPY-Y2 expressing cells, antagonist mode; inhibition, % at 2.7 µM; hit rate 0.99% among 140,000; in the data active = inhibition above about 17%;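 also: 0% = vehicle with agonist challenge and 100% = reference antagonist with challenge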
Target sequence (P49146 whole entry, looked up): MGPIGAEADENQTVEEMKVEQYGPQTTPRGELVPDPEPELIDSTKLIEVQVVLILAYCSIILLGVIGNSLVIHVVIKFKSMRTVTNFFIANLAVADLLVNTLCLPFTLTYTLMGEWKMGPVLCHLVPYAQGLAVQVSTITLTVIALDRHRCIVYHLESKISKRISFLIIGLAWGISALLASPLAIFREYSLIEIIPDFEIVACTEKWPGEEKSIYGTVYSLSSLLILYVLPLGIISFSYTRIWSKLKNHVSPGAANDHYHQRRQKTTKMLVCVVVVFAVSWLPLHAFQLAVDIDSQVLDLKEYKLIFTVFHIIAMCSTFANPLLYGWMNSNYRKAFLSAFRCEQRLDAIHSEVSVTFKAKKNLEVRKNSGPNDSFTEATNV
HCT116 bCat-KO: primary screen for growth suppressors in beta-catenin knockout HCT116 cells (colon tumor, human); HCT116 beta-catenin knockout viability, CellTiter-Glo, 60 h; stronger effect = lower value; viability, % at 10 µM; hit rate 1.5% among 140,000; AID 818, 2007;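 active = viability at or under a set limit, the compound median less 4 SD, cut at about 6% in these data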;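 also: 0% = Hyamine 1622 control at 20 µM and 100% = untreated cell control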
Phagocyt inh: inhibitors of macrophage phagocytosis, primary screen, imaging, J774A.1 cells, IgG beads. J774A.1 macrophage IgG-bead phagocytosis. inhibition, % at 5 µM. hit rate 0.07% among 110,000. AID 1029, 2008;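 active = inhibition above the mean of the plate negative controls plus 5 SD, cut at about 13% in these data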;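 also: phagocytic index as fraction of beads internalized from green versus red external bead signal; plate controls were DMSO negative control for no effect and cytochalasin-D positive control for full effect; some results beyond the cut were filed as inactive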
GALR2 blocker: GALR2 antagonists in receptor-expressing cells, primary screen | Galanin receptor type 2 (Homo sapiens), O43603 | antagonist mode | inhibition, % at 4 µM | hit rate 0.39% among 140,000 | AID 828, 2007; in the data active = inhibition above about 27%;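 also: cells stimulated with galanin 1-16 at roughly its EC80; 0% = agonist challenge control and 100% = basal control without agonist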
Target sequence (O43603 whole entry, looked up): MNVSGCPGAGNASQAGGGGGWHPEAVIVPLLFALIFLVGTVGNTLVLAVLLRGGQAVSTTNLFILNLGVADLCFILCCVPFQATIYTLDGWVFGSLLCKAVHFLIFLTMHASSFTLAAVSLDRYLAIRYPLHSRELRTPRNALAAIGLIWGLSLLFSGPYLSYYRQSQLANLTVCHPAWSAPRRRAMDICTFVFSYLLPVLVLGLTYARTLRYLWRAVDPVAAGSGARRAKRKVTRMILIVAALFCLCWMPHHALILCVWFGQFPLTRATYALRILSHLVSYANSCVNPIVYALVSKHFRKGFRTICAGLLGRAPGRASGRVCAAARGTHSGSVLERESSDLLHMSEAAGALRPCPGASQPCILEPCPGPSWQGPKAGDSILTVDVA
PTEN del growth: growth suppression of PTEN-null HCT116, primary screen, cell-based, CellTiter-Glo; HCT116 PTEN-null viability, 60 h; stronger effect = lower value; AID 827, 2007; hit rate 1.2% among 140,000; viability, % at 10 µM;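 active = viability at or below a set limit, 4 SD under the median of all tested compounds, cut at about 3.7% in these data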;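 also: PTEN knockout HCT116 line with beta catenin targeted HCT116 as companion control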
MRP1 act: H69AR viability gain despite doxorubicin, primary screen, MRP-1 activator project, H69AR cells, CellTiter-Glo. viability rescue. viability increase, % at 10 µM. hit rate 0.61% among 140,000;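 active = viability gain under doxorubicin at or above a set limit, the compound median plus 3 SD, cut at about 4.7% in these data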;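 also: MRP-1 overexpressing cells given doxorubicin 25 µM after compound pretreatment; 18-22 h compound pretreatment then 72 h with doxorubicin before readout; 0% = doxorubicin-only wells and 100% = vehicle-treated cells without doxorubicin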
Measles CPE: compounds protecting cells from measles virus cytopathic effect, primary screen, measles RdRp inhibitor project, single point, MLSMR library, absorbance; Measles virus-infected cells, CPE protection; protection (pct of control), % at 4 µM; hit rate 1.5% among 140,000; AID 841, 2007; in the data active = protection mostly above about 24%, no sharp cut-off; inactive = mostly below about 26%; also: some compounds called inactive have numbers as strong as hits
E-sel TNF inh: E-selectin induction blockers in HUVEC – imaging, immunofluorescence, high content, primary screen; inhibition, % at 2 µM; AID 1246, 2008; hit rate 0.71% among 120,000; HUVEC TNFa-induced E-selectin immunofluorescence;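 active = inhibition above the batch mean plus 3 SD, and confirmed as a hit on visual image review, cut at about 43% in these data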;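 also: 0% = TNF-stimulated DMSO wells and 100% = unstimulated control wells; not every result past the cut was called active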
Yeast life ext: compounds extending yeast replicative lifespan, primary screen, S. cerevisiae, OD615; S. cerevisiae growth with nicotinamide; deaD strain in restrictive glucose medium; inhibition of the nicotinamide effect, % at 10 µM; hit rate 0.68% among 130,000; AID 775, 2007;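 active = inhibition above a set limit, placed 3 SD over the median of all compounds, cut at about 26% in these data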;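 also: 0% = nicotinamide-treated wells and 100% = cells grown without nicotinamide; some compounds called inactive have numbers as strong as hits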
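System: Modified budding yeast, DeaD strain | Buffer or medium: Restrictive glucose medium | Also added: 1.5 mM nicotinamide | Doses: 10 µM single point, 0.25% DMSO | Schedule: 48 h compound exposure at 30 °C, humidified | Detection: Absorbance at 615 nm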
Active calls of the source: *; nt = no result given.

SMILES	Yeast growth inh	NPY-Y2 antag	HCT116 bCat-KO	Phagocyt inh	GALR2 blocker	PTEN del growth	MRP1 act	Measles CPE	E-sel TNF inh	Yeast life ext
O=C(NCc1cccnc1)NC(C(F)(F)F)C(F)(F)F	12	4	92	-1	-5	93	-1.9	11	nt	-5
CCOC(=O)N1CCN(C(=O)CN2C(=O)COc3ccc(C(C)(C)C)cc32)CC1	-29	2	93	-2	5	94	-3.1	15	nt	-3
CCOC(=O)c1sc2ncn(C(CC)C(=O)OC)c(=O)c2c1C (centres undefined)	-10	2	103	0	10	111	2.3	13	-6	4
CCOc1ccc(C2CC(c3ccccc3)Nc3nc(N)nn32)cc1 (centres undefined)	-17	2	97	0	10	91	-1.8	2	-6	-20
CCCCNCc1cc(Br)c(OCc2cccs2)c(OC)c1	-44	8	1.4*	nt	-8	1.3*	-6.1	4	-25	-17
Cc1ccc(/C=N/NC(=O)c2ccoc2C)s1	6	1	79	-1	2	88	0.2	4	nt	-5
Cc1cccc(/C(N)=N/OC(=O)COc2ccccc2Cl)c1	6	19*	96	0	-13	100	1.4	15	2	-7
CCCn1nnc(NC(=O)c2ccc(Br)cc2)n1	13	2	79	10	11	96	1.5	6	-12	-11
COc1ccc2nc3ccccc3nc2c1NC(=O)c1ccc(Br)cc1	-18	2	78	1	8	83	0.0	14	-2	-5
COc1ccc(N2CC(C(=O)OCC(=O)c3ccccc3)CC2=O)cc1 (centres undefined)	-13	2	97	-2	7	98	-2.3	12	-10	-2
CC(=O)N1CCN(c2ccccc2NC(=O)COc2cc(C)ccc2C(C)C)CC1	-35	13	44	-1	-3	42	-2.2	2	-48	-8
COc1ccc(OCc2nc3c4c(ncn3n2)-c2ccccc2CC42CCCC2)cc1	-45	7	77	-10	-8	78	-1.5	24	nt	0
c1ccc(-c2ccc(-c3nc(-c4ccccn4)no3)cc2)cc1	-6	2	55	-1	-4	56	-1.9	2	12	-10
Cc1ccc(NC(=O)C2CCCNC2=O)nc1 (centres undefined)	-13	2	94	-1	4	100	1.1	9	2	-1
COc1cc(C(=O)OC(C)CN2CCOCC2)cc(OC)c1OC (centres undefined)	-51	0	91	0	5	97	-1.0	13	-18	0
Cc1ccc(-c2ccc(CCC(=O)O)n2C(C)C)cc1	-2	3	95	0	-1	95	-3.3	6	nt	2
OC(COc1ccc(Cl)cc1)CN1CCCCC1 (centres undefined)	-13	3	101	1	-5	94	0.1	7	nt	-23
O=C(NCCCO)NC12CC3CC(CC(C3)C1)C2	-2	3	80	0	-18	101	-1.4	2	19	-7
CCn1ccc2cc(OC)ccc2c1=S	-25	-2	84	-3	8	78	-4.6	6	13	-27
O=C(CSc1ccc(-c2ccc(F)cc2)nn1)Nc1ccc2c(c1)OCCO2	-14	4	94	-6	9	86	0.0	9	nt	-1
O=C(CNS(=O)(=O)c1cccs1)N1CCCC1	-6	-2	100	0	21	109	-0.1	4	-32	-4
COc1ccccc1CNc1nc2nc(C)c(C)c(=O)n2[nH]1	-30	0	101	-1	-11	99	-3.8	20	-13	-26
CN1/C(=C\C=Nc2cc(S(=O)(=O)N3CCOCC3)ccc2N2CCOCC2)C(C)(C)c2ccccc21	3	2	88	-4	9	90	-1.6	17	nt	-1
Cc1ccc(CNc2oc(-c3ccco3)nc2S(=O)(=O)c2ccccc2)cc1	-14	4	91	nt	-6	84	-2.3	5	-9	nt
CCCCc1c(C)c2cc(C)ccc2[nH]c1=O	10	4	91	0	-15	100	-1.7	19	11	-6
Nc1ccc(Nc2ccncc2[N+](=O)[O-])cc1	-47	2	100	2	-3	100	-0.8	5	-27	-10
COc1ccc(CC(CC(=O)O)C(=O)Nc2ccc(OC)cc2)cc1 (centres undefined)	-14	5	96	0	15	94	-2.0	6	8	0
CC1CCCCN1S(=O)(=O)c1ccc(C(=O)Nc2ccccc2-c2nc3ccccc3s2)cc1 (centres undefined)	-27	0	81	nt	8	65	-2.6	5	-11	3
Cc1noc(C)c1CSCC(=O)N1CCN(c2ccc([N+](=O)[O-])cc2)CC1	-29	-1	32	-1	25	37	-2.9	10	-14	-2
CN(CC(=O)NCc1ccc(Cl)cc1)S(=O)(=O)c1cccc2cccnc12	-13	6	99	-1	1	110	1.8	5	10	-4

16 entries already listed, sorted by length of the SMILES, ascending:
SMILES	Yeast growth inh	NPY-Y2 antag	HCT116 bCat-KO	Phagocyt inh	GALR2 blocker	PTEN del growth	MRP1 act	Measles CPE	E-sel TNF inh	Yeast life ext
CCn1ccc2cc(OC)ccc2c1=S	-25	-2	84	-3	8	78	-4.6	6	13	-27
Cc1ccc(NC(=O)C2CCCNC2=O)nc1 (centres undefined)	-13	2	94	-1	4	100	1.1	9	2	-1
CCCCc1c(C)c2cc(C)ccc2[nH]c1=O	10	4	91	0	-15	100	-1.7	19	11	-6
O=C(CNS(=O)(=O)c1cccs1)N1CCCC1	-6	-2	100	0	21	109	-0.1	4	-32	-4
O=C(NCCCO)NC12CC3CC(CC(C3)C1)C2	-2	3	80	0	-18	101	-1.4	2	19	-7
Nc1ccc(Nc2ccncc2[N+](=O)[O-])cc1	-47	2	100	2	-3	100	-0.8	5	-27	-10
Cc1ccc(-c2ccc(CCC(=O)O)n2C(C)C)cc1	-2	3	95	0	-1	95	-3.3	6	nt	2
COc1cc(C(=O)OC(C)CN2CCOCC2)cc(OC)c1OC (centres undefined)	-51	0	91	0	5	97	-1.0	13	-18	0
COc1ccccc1CNc1nc2nc(C)c(C)c(=O)n2[nH]1	-30	0	101	-1	-11	99	-3.8	20	-13	-26
COc1ccc(CC(CC(=O)O)C(=O)Nc2ccc(OC)cc2)cc1 (centres undefined)	-14	5	96	0	15	94	-2.0	6	8	0
O=C(CSc1ccc(-c2ccc(F)cc2)nn1)Nc1ccc2c(c1)OCCO2	-14	4	94	-6	9	86	0.0	9	nt	-1
Cc1ccc(CNc2oc(-c3ccco3)nc2S(=O)(=O)c2ccccc2)cc1	-14	4	91	nt	-6	84	-2.3	5	-9	nt
COc1ccc(OCc2nc3c4c(ncn3n2)-c2ccccc2CC42CCCC2)cc1	-45	7	77	-10	-8	78	-1.5	24	nt	0
Cc1noc(C)c1CSCC(=O)N1CCN(c2ccc([N+](=O)[O-])cc2)CC1	-29	-1	32	-1	25	37	-2.9	10	-14	-2
CC1CCCCN1S(=O)(=O)c1ccc(C(=O)Nc2ccccc2-c2nc3ccccc3s2)cc1 (centres undefined)	-27	0	81	nt	8	65	-2.6	5	-11	3
CN1/C(=C\C=Nc2cc(S(=O)(=O)N3CCOCC3)ccc2N2CCOCC2)C(C)(C)c2ccccc21	3	2	88	-4	9	90	-1.6	17	nt	-1

The list continues:
SMILES	Yeast growth inh	NPY-Y2 antag	HCT116 bCat-KO	Phagocyt inh	GALR2 blocker	PTEN del growth	MRP1 act	Measles CPE	E-sel TNF inh	Yeast life ext
CCc1ccc(NC(=O)CN2C(=O)CSC2=O)cc1	-18	6	87	nt	-2	93	-0.6	18	-16	nt
N#Cc1ccc(N2Cc3ccccc3/C2=N/C(=O)Nc2ccc(Cl)cc2)cc1	-10	108*	70	-4	2	69	-2.5	2	42	-3
COCCCNC(=O)c1ccc2c(=O)n(Cc3ccc4c(c3)OCO4)c(=S)[nH]c2c1	-23	-1	83	0	-2	79	-3.6	10	-4	-5
Cn1c(CNc2cccc(Cl)c2)nnc1SCC(=O)OC1CCCCC1	21	4	104	0	5	94	-1.2	9	5	-12
Nc1nc(-c2ccc(F)cc2)cc(C(F)(F)F)n1	-19	4	102	-1	-16	100	1.4	0	8	-10
COc1ccc(NC(=O)c2cc3n(n2)C(C(F)(F)F)CC(c2ccc4c(c2)OCO4)N3)cc1OC (centres undefined)	8	1	16	nt	8	24	-1.7	2	7	-13
O=C1NC(c2ccco2)Nc2sc3c(c21)CCN(Cc1ccccc1)C3 (centres undefined)	-69	1	92	nt	-8	92	-1.4	10	11	-2
Cc1cccc(N(C(=O)Cn2nnc3ccccc32)C(C(=O)NCc2ccco2)c2ccncc2)c1C (centres undefined)	19	0	96	0	5	87	-1.0	21	1	-8
COCCCN(C(=S)NC(=O)c1ccc(C(C)(C)C)cc1)c1c(N)n(Cc2ccccc2)c(=O)[nH]c1=O	-4	1	91	1	-3	84	-3.2	22	nt	-5
Clc1ccccc1C1SCC2Nc3ccccc3CN21 (centres undefined)	-5	1	94	-1	2	76	-3.2	4	-37	-18
Cc1c(NC(=O)COC(=O)Cc2ccc(Cl)cc2)c(=O)n(-c2ccccc2)n1C	-32	0	95	-1	1	103	-0.7	14	-4	-10
CCc1cc(C(=O)O)c(NC(=O)C(c2ccccc2)c2ccccc2)s1	-26	9	94	-2	-13	86	-4.3	12	-3	3
O=C(O)CCC(=O)OC1CC2CCC1C2 (centres undefined)	-2	0	119	1	-5	105	0.8	10	13	-5
COc1ccc(NC(=O)C2CC(=O)OC2c2ccccc2)cc1 (centres undefined)	-9	3	94	-4	0	98	-2.1	17	nt	5
O=C(COc1ccccc1Cl)NCc1ccco1	-39	3	98	0	0	96	-1.0	6	-32	-11
CCOC(=O)c1cc(CC)sc1NC(=O)C1CC(=O)NN1Cc1ccccc1 (centres undefined)	-30	2	82	-14	-15	76	-2.7	19	-13	-5
N#Cc1c(C(F)(F)F)cc(-c2ccc(Cl)cc2)[nH]c1=O	-36	7	107	0	2	89	-1.3	3	nt	-17
N#CCC(=N)N1CCN(c2ccccc2Cl)CC1	-9	3	106	-1	-17	107	0.4	24	20	-5

3 of the entries above in order of their number in E-sel TNF inh, ascending:
SMILES	E-sel TNF inh
Clc1ccccc1C1SCC2Nc3ccccc3CN21 (centres undefined)	-37
CCc1ccc(NC(=O)CN2C(=O)CSC2=O)cc1	-16
CCc1cc(C(=O)O)c(NC(=O)C(c2ccccc2)c2ccccc2)s1	-3
